OX1R antag-1: human HCRTR1 antagonism | CHO/OX1R cells, Fluo-8 calcium fluorescence, orexin A | actives 0.43% (n = 330,000) | inhibition, % at 5 µM | AID 434989 | O43613;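 active = inhibition above its plate's threshold, mean inhibition of all tested compounds on the plate plus 3 SD, cut at about 37% in these data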;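 note: 0% = orexin A challenge wells and 100% = SB-334867-A antagonist wells; not every result past the cut was called active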
Target sequence (O43613 whole entry, looked up): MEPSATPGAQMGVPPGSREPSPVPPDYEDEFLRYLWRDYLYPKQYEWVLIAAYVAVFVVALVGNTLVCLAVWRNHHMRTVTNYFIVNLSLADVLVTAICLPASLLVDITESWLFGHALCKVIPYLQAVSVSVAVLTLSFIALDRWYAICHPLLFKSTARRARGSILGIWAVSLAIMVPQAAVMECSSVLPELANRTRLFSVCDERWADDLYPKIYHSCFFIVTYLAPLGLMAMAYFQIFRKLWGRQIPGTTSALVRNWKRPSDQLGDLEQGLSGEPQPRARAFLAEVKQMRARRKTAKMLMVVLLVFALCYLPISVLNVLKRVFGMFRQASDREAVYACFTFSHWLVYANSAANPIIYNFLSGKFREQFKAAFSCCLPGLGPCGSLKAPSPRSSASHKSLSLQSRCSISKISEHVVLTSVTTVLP
STK33 kinase inh: human STK33 kinase inhibition; Q9BYT3; purified STK33, MBP phosphorylation, ADP-Glo luminescence; inhibition, % at 10 µM; actives 0.073% (n = 320,000);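 active = inhibition at or above 25%, using the most active replicate where run in duplicate; inactive = inhibition below 25%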
Target sequence (Q9BYT3 whole entry, looked up): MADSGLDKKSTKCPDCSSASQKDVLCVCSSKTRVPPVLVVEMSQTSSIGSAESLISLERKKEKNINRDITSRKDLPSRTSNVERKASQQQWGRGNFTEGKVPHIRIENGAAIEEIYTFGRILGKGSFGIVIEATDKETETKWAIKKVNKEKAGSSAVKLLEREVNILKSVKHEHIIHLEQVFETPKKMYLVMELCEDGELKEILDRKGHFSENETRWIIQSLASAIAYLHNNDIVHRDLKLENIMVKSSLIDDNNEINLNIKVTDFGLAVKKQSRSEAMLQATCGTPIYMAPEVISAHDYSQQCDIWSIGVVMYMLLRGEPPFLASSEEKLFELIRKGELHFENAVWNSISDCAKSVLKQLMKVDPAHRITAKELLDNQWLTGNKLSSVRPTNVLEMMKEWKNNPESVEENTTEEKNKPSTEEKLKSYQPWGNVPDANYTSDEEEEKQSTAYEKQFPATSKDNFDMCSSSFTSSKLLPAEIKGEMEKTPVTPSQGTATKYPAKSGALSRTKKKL
OX1R antag-2: OX1R (human) antagonism. O43613. OX1R-expressing cells, FRET antagonist read-out. inhibition, % at 6.6 µM. actives 1.8% (n = 330,000). AID 485270; in the data active = inhibition mostly above about 38%, no sharp cut-off; inactive = mostly below about 40%;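 note: 0% = agonist challenge alone and 100% = reference antagonist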
Starred values were filed as active, the others as inactive; . = no result given.

mol	OX1R antag-1	STK33 kinase inh	OX1R antag-2
COc1cccc(-c2csc3nnc(SCC(=O)c4ccc(NC(C)=O)cc4)n23)c1	-14.0	-0.2	5.5
Cc1ccc(C(=O)N2CCN(c3ccc([N+](=O)[O-])cc3-n3cccc3)CC2)cc1	4.2	-1.5	3.6
C=CCN1C(=O)CN=C1Nc1cc(C)cc(C)c1	-33.2	0.5	14.0
O=C(c1ccc(F)cc1)c1ccc(N2CCCCC2)cc1	-31.9	0.8	6.7
COc1ccc(-c2coc(CCC(=O)N3CCN(c4cc(C)ccc4C)CC3)n2)cc1	-9.9	.	10.8
Cc1cccc(CCNC(=O)C2CCCN(c3ncnc4c3nc3n4CCCCC3)C2)c1 (stereo not drawn)	-20.3	-0.6	27.6
Cc1onc(-c2ccccc2)c1C(=O)NC(C)C1CCCO1 (stereo not drawn)	-4.0	-0.1	8.7
c1csc(Cn2c(-c3cccs3)nc3ccccc32)c1	-30.8	-0.5	17.6
COc1ccc(OCC(=O)N2CCN(C(=O)COc3ccc(Br)cc3)CC2)cc1	-24.8	-1.7	10.1
COc1cc([C@H]2OC[C@H]3[C@@H]2CO[C@@H]3c2ccc(O[C@H]3O[C@H](CO)[C@@H](O)[C@H](O)[C@H]3O)c(OC)c2)ccc1O[C@@H]1O[C@H](CO)[C@@H](O)[C@H](O)[C@H]1O	8.8	-1.7	7.8
O=C(COC(=O)c1ccco1)NCC1CCCO1 (stereo not drawn)	-19.6	-1.1	23.8
COc1ccccc1-c1sc2cc3c(cc2c1C#Cc1cncn1C)OCO3	-21.0	-1.0	4.3
O=C(CCn1nnc2ccccc21)N1CCN(c2ccccc2)CC1	-14.3	0.6	5.2
O=C(CSc1nnnn1C1CCCC1)Nc1ccccc1F	-8.3	-5.1	7.4
CC(C)OP(=O)(OC(C)C)C(Nc1ccccc1)c1ccccc1C(F)(F)F (stereo not drawn)	-30.6	-1.6	12.4
COc1ccc(OC)c(NC(=S)N(CCc2c(C)[nH]c3ccccc23)Cc2cccs2)c1	-18.5	1.2	19.2
O=C(CCc1nnc(CCCc2ccccc2)o1)NCCc1ccccc1	-2.4	0.1	13.3
COc1ccc(C(=O)Nc2ccc3c(c2)nc(CN2CCCC2)n3C)cc1	-14.4	0.1	25.1
Cc1ccn2cc(CNS(=O)(=O)c3ccc4ccccc4c3)nc2c1	-9.8	-0.5	41.0
COc1ccccc1NC(=O)Nc1ccc(N2CCOCC2)cc1	-8.1	-0.5	19.4

Single records (already shown). Values in the order: OX1R antag-1	STK33 kinase inh	OX1R antag-2
Entry for `Cc1cccc(CCNC(=O)C2CCCN(c3ncnc4c3nc3n4CCCCC3)C2)c1` (stereo not drawn) → -20.3	-0.6	27.6
Entry for `COc1ccccc1-c1sc2cc3c(cc2c1C#Cc1cncn1C)OCO3` → -21.0	-1.0	4.3
Entry for `O=C(c1ccc(F)cc1)c1ccc(N2CCCCC2)cc1` → -31.9	0.8	6.7

Carrying on:
mol	OX1R antag-1	STK33 kinase inh	OX1R antag-2
Nc1cc(Nc2ccc(Br)cc2)nc(N)n1	-3.2	0.4	17.9
CC(=O)Nc1cccc(OCC(O)Cn2c(C)nc3ccccc32)c1 (stereo not drawn)	-3.5	0.1	4.8
CCN(CC(=O)Nc1ccc(OC)cc1)C(=O)Cc1ccc(OC)c(S(=O)(=O)N2CCOCC2)c1	-14.0	-1.7	1.9
CCN(C(=O)COc1ccc(C)cc1OC)c1cccc2ccccc12	-11.6	-1.4	11.7
COc1ccc(C(=O)NCC(c2ccco2)N2CCc3ccccc32)cc1OC (stereo not drawn)	-39.9	0.2	15.7
Oc1ccc(N=Nc2ccccc2)o1	-5.6	-1.9	2.5
COC(=O)c1ccc(NC(=O)Cn2nnc3ccccc32)cc1	-12.5	0.3	26.1
CN1CCN(c2ccc(NC(=O)COc3cccc4ccccc34)cc2)CC1	-6.0	0.0	5.3
Cc1noc(-c2ccccc2)c1NC(=O)Nc1ccc(Cl)cc1	-29.7	-0.4	4.1
O=C(CCn1cnc2ccccc21)N/N=C/C=C/c1ccccc1	-19.6	-3.0	7.3
S=c1[nH]nc(C2CCCCC2)n1/N=C/c1ccco1	14.5	-1.3	15.5
Cc1ccc2c(Cl)cc(Cl)c(OCC(=O)N3CCCC3)c2n1	-16.5	-0.1	9.8
COc1ccc(OC)c(CNC(=O)CCCc2cn(C)c3ccccc23)c1	-22.7	0.2	27.5
CC1CN(c2sc(S(C)(=O)=O)nc2S(=O)(=O)c2ccc(Cl)cc2)CC(C)O1 (stereo not drawn)	-7.2	-1.8	9.1
Cc1ccccc1N1CC(=O)N(c2ccccc2C)CC1=O	-10.0	-0.6	14.6
c1ccc(-c2noc(-c3ccc4ccccc4c3)n2)nc1	-18.8	1.0	27.9
Cc1ccc(S(=O)(=O)N(C)c2ccc(OCC(=O)N3CCCCC3)cc2)cc1	-19.8	-1.9	30.1
Cc1cc(C(=O)Nc2ccc(Cl)c(S(=O)(=O)N3CCOCC3)c2)c2ccccc2n1	-13.2	1.6	9.1
CCOCCn1c(=NC(=O)CSCC(=O)N2CCOCC2)sc2cc(OC)ccc21	-16.4	-1.6	20.1
CC1CC(NC(=O)N(C)C)N(C)C(=O)N1 (stereo not drawn)	-8.6	-2.1	8.4

(further entries)
mol	OX1R antag-1	STK33 kinase inh	OX1R antag-2
CC(C)CN1C(=O)C(=Nc2cccnc2)c2ccccc21	3.2	-1.6	7.4
Cc1ccc(NC(=O)CNC(c2ccccc2)c2ccccc2)c(F)c1	-27.1	-0.4	10.5
COc1ccc(-c2nn(-c3ccccc3)cc2C(=O)Nc2cccc(S(=O)(=O)NC3=NCCC3)c2)cc1	1.4	3.5	-1.8
COc1cccc(/C=N/NC(=O)CNC(=O)c2ccncc2)c1O	-3.8	0.1	8.3
CN(C)C1(CNC(=O)C2CCN(S(=O)(=O)c3ccccc3C(F)(F)F)CC2)CCCCC1	-11.1	-3.6	6.1
O=C(Cc1cccs1)Nc1nc2c(ccc3ccccc32)s1	6.0	1.8	65.3
COc1ccccc1NC(=O)CSc1nc2c(oc3ccccc32)c(=O)n1C	-0.5	11.4	9.7
Cc1ccc2c3c(c(SCC(=O)Nc4nonc4C)nc2c1)CCCC3	-1.5	-1.7	12.7
CC(C)(C)C(=O)/C=c1\[nH]c(=O)/c(=C\c2ccc(C#N)cc2)s1	-4.2	0.7	27.1
O=C(O)c1cc(S(=O)(=O)N2CCN(c3ccccn3)CC2)ccc1Cl	-8.5	-0.6	6.2
C=CCNC1=C(Cl)C(=O)N(Cc2ccccc2)C1=O	-9.0	0.1	4.7
Cc1nc(NC(=O)C(C)Oc2cccc(Cl)c2)sc1C(=O)N(C)C (stereo not drawn)	-3.9	-1.9	12.4
COc1ccc(CN(C2CC2)S(=O)(=O)c2ccccc2Br)cc1	-14.4	.	18.3
CCCC(=O)N1CC(=O)Nc2ccc(C)cc2C1c1ccccc1 (stereo not drawn)	3.0	-1.3	-8.9
Cc1ccc(S(=O)(=O)Nc2cccc3c2O[C@H](CN(C)Cc2ccccc2)[C@@H](C)CN([C@H](C)CO)C3=O)cc1	-2.3	-3.3	14.5
COc1ccccc1OCCC(=O)NNC(=O)c1ccccc1F	-15.4	0.4	1.2
CCc1cc2ccc(OC)cc2nc1SCC(=O)Nc1cc(C)on1	-17.6	-2.3	4.7
O=C(/C=C\Nc1ccc2c(c1)OCO2)c1ccc(Cl)s1	-13.7	-0.6	10.0
O=C(NCc1ccccn1)c1cccc(S(=O)(=O)N2CCCCC2)c1	0.2	0.3	-1.0
COc1cc(OC)cc(-c2cn[nH]c2N)c1	-8.1	1.5	10.3

New compounds follow
mol	OX1R antag-1	STK33 kinase inh	OX1R antag-2
CCCN1C(=O)c2cc(C(=O)O)ccc2C1O (stereo not drawn)	-14.1	0.3	0.1
CN(Cc1ccccc1)c1ccc(S(=O)(=O)N2CCOCC2)cn1	0.4	2.2	10.4
CC(CN1CCCCC1)OC(=O)C1c2ccccc2Oc2ccccc21 (stereo not drawn)	-22.9	-1.8	14.8
Cc1nn(C)c(Oc2cccc(Cl)c2)c1C#N	-10.8	0.0	6.3
C[n+]1cc[nH]c1SCC(=O)c1ccc(Cl)cc1	-14.8	-0.5	7.4
O=C(NCCCN1CCCC1)c1ccc2c(c1)N(Cc1cccc(Cl)c1)C(=O)c1ccccc1S2=O (stereo not drawn)	-0.4	-0.7	16.2
CCS(=O)(=O)Nc1cccc(C2=NN(S(=O)(=O)c3ccc(F)cc3)C(c3cccs3)C2)c1 (stereo not drawn)	-9.9	0.1	13.6
O=Cc1cccn1-c1ccc2ccccc2c1	-13.7	-0.4	5.8
O=C(OCC(=O)N1CCc2ccccc21)C1CCCN1S(=O)(=O)c1ccc(Cl)cc1 (stereo not drawn)	-29.9	-0.2	0.4
O=C(CC12CC3CC(CC(C3)C1)C2)NCC(=O)OCc1cc(=O)oc2ccc3ccccc3c12	-18.7	0.4	26.4
Cc1nc2sc(C(c3ccco3)N3CCN(c4ccc(F)cc4)CC3)c(O)n2n1 (stereo not drawn)	-2.5	1.2	-1.6
Cn1c(CCNC(=O)c2ccccc2)nc2ccccc21	-7.0	-1.1	12.3
COCCCN(C(=S)NC(=O)c1ccc(Br)cc1)c1c(N)n(Cc2ccccc2)c(=O)[nH]c1=O	-21.0	-0.7	8.6
COc1cccc(-c2ccc3nnc(SCC(=O)N4CCCC4)n3n2)c1	-22.3	-1.4	21.5
O=C(c1cccc(-n2cccc2)c1)N1CCN(S(=O)(=O)c2ccc(F)cc2)CC1	-3.3	-0.7	8.3
O=C(NC1CCCC1)c1ccccc1-c1nc2ccccc2[nH]1	-18.5	-0.9	9.4
CSCCCN1CCCC(CO)(Cc2ccccc2F)C1 (stereo not drawn)	-22.2	0.3	2.6
COc1ccccc1C(C#N)c1cccc(Cl)n1 (stereo not drawn)	-13.5	-0.3	15.8
CC(=O)n1cc(CO)c2ccccc21	-8.6	2.0	11.2
CC(C)c1ccccc1OCCCN1CCCC1	-11.3	-3.8	2.6

Continued.
mol	OX1R antag-1	STK33 kinase inh	OX1R antag-2
O=C(O)/C=C/C(=O)NCCNc1ncc(C(F)(F)F)cc1Cl	-1.6	-1.2	6.2
CC1=C(c2ccc(F)cc2)[N+](=O)C(C)(C)N1[O-]	-3.8	0.1	12.0
CC(C)n1c(CSCc2ccc(Cl)cc2Cl)n[nH]c1=S	-10.7	-0.9	26.4
COc1ccc(CC(=O)Nc2ncc([N+](=O)[O-])s2)cc1OC	-22.5	-0.7	26.9
Cc1nn(CC(=O)N(C)Cc2ccc(F)cc2)c(C)c1[N+](=O)[O-]	-20.2	0.1	9.0
COC(=O)C1=CN(CC2CCCO2)C=C(C(=O)OC)C1c1ccccc1C(F)(F)F (stereo not drawn)	-12.5	-2.2	20.8
CC(C)=NOc1nc(NC(=O)NS(=O)(=O)c2ccccc2Cl)nc(N(C)C)n1	2.1	-1.1	2.0
CN1CCc2nc3ccc(Cl)cc3c(-c3ccccc3Cl)c2C1	-16.7	-0.1	19.2
CC1CCN(C(=O)COc2cccc3c2CCN(C)C3=O)CC1	-15.8	-1.6	28.0
C/C(=N/NC(=O)c1ccccc1O)c1ccc(N2C(=O)C3CCCCC3C2=O)cc1 (stereo not drawn)	-0.2	0.5	13.2
O=C1CCN(Cc2ccccc2)CCN1[C@H](CO)Cc1ccccc1	-19.3	-0.7	6.6
COc1ccc(C(=O)N2CCCC(CCC(=O)NCc3ccc(F)c(F)c3)C2)o1 (stereo not drawn)	-25.8	-0.4	8.1
Cc1nn(CC(=O)N2CCN(c3ccccc3)CC2)c(=O)c2cccn12	3.0	-0.8	11.2
CCOC(=O)N1CCN(C(=O)C2CCC(CNS(=O)(=O)c3ccc(Cl)cc3)CC2)CC1 (stereo not drawn)	-11.6	-1.2	43.0
CC(=O)c1ccc(NS(=O)(=O)Cc2ccccc2)cc1	-15.2	-1.6	19.9
Nc1nnc(COc2ccccc2)s1	-2.7	0.4	3.6
c1coc(CN=C2NC(=NCc3ccco3)c3ccccc32)c1	-6.0	-0.4	21.5
CNC(=S)N1N=C(c2cccs2)CC1c1ccc(F)cc1 (stereo not drawn)	-19.5	-0.2	8.1
Cn1nnnc1SCc1nc2scc(-c3ccc(Cl)cc3)c2c(=O)[nH]1	5.4	0.3	36.6
COc1ccccc1OCCNc1cc(N2CCCCC2)ccc1[N+](=O)[O-]	-14.5	0.0	20.8
Cc1ccc(C(C)C)c(OCC(=O)Nc2ccc(Cl)cn2)c1	-44.6	-2.9	18.0
CC(C)Cc1nnc(NC(=O)c2cc(S(=O)(=O)N(C)C)ccc2N2CCCC2)s1	-23.0	0.1	1.8
COc1ccc2c(c1)Cc1sc(NC(=O)c3ccco3)nc1-2	-5.6	0.1	65.0*

Compound activity from PubChem BioAssay.
